Bioassay records from PubChem.
NSD2 inh = NSD2 (human) methyltransferase inhibition; O96028; NSD2 peptide methylation, AlphaScreen, 120 min; inhibition, % at 12.5 µM; actives 0.54% (n = 310,000); AID 743445; in the data active = inhibition above about 50%
SR-BI HDL uptake = mouse SR-BI HDL lipid transfer inhibition | Q61009 | ldlA[mSR-BI] CHO cells, DiI-HDL uptake fluorescence, 3 h | inhibition, % at 12.5 µM | actives 0.96% (n = 320,000) | AID 488896;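 active = mean replicate inhibition of at least 70% and a set share of replicates each scoring 70 or more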;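 note: 0% = median of neutral control wells and 100% = median of positive control wells; values of inactives mirror those of a sister screen read the other way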
CAL PDZ FP-1 = inhibitors of human CAL PDZ peptide binding; Q9HD26; purified CAL PDZ, TMR-peptide fluorescence polarization, 1 h; inhibition, % at 24.9 µM; actives 0.92% (n = 300,000); AID 602252;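 active = mean inhibition of at least 30% with at least half of replicates also reaching 30%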;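 note: 0% = DMSO neutral control and 100% = excess unlabeled competitor peptide PRC23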
Rtt109 HAT inh = C. albicans Rtt109 histone acetyltransferase inhibition. Q5AAJ8. purified Rtt109/Vps75, ThioGlo CoA-SH fluorescence, 4 h. inhibition, % at 34.9 µM. actives 0.16% (n = 330,000). AID 540336;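 active = inhibition of at least 50% in every replicate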
Target sequence (Q5AAJ8 whole entry, looked up): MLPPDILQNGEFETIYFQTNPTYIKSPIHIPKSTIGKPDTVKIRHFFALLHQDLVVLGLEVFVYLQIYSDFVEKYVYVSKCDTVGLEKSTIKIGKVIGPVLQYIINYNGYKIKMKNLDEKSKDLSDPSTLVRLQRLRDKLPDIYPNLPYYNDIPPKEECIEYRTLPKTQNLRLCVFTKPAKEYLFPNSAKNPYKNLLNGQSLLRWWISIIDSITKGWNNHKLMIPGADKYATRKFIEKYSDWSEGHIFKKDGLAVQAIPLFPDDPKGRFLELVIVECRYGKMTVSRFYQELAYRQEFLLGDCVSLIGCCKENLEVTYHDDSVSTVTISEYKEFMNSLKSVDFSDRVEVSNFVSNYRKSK
PvdQ acylase = P. aeruginosa PvdQ acylase inhibition. inhibition, % at 10 µM. actives 0.063% (n = 340,000). purified PvdQ acylase, fluorescence plate reader; in the data active = inhibition above about 30%, passing the limit was not always enough;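 note: 0% = vehicle neutral wells and 100% = reference inhibitor wells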
CAL PDZ FP-2 = blocks peptide binding to human CAL PDZ domain; Q9HD26; purified CAL PDZ, TMR-peptide fluorescence polarization, 1 h; inhibition, % at 20 µM; actives 0.02% (n = 330,000); AID 504414;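 active = highest replicate inhibition of at least 40%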;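 note: plate controls were DMSO neutral control wells for no effect and unlabeled competitor peptide control wells for full effect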
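Material: tagged CAL PDZ protein CerCALP, purified; buffer or medium: sodium phosphate/NaCl buffer pH 7.4 with TCEP, IgG, Thesit; also added: fluorescent TMR peptide probe; schedule: 1 h incubation at room temperature before polarization reading; technique: fluorescence polarization from S- and P-plane intensities, G-factor corrected; control set: unlabelled peptide and DMSO controls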
PfHsp90 yeast 2 = reduces growth (ATP signal) of yeast expressing P. falciparum Hsp90; S. cerevisiae expressing PfHsp90, BacTiter-Glo ATP, 48 h; yeast lacking PDR1 and PDR3 efflux regulators; inhibition, % at 9.4 µM; actives 0.32% (n = 310,000);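 active = every replicate shows inhibition above about 80%, whatever the replicate mean, limit read from the data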;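 note: 0% = DMSO neutral controls and 100% = 20 µM radicicol positive controls; yeast relying on Plasmodium falciparum Hsp90 in place of its own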
MITF TRPM1 HTS = MITF TRPM1 promoter activation in melanoma cells; SK-MEL-5 TRPM1-promoter luciferase, 24 h; % of positive control, neutral wells = 0; activation, % at 12.5 µM; actives 0.75% (n = 300,000); AID 588334;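 active = mean activation of at least 80% with every replicate also reaching 80%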;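 note: 0% = neutral control wells and 100% = parthenolide positive control wells; values of inactives mirror those of a sister screen read the other way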
SR-BI uptake up = activators of SR-BI mediated HDL lipid uptake | CHO ldlA[mSR-BI] cells, DiI-HDL uptake fluorescence, 3 h; 100 = double the neutral-control signal | activation, % at 12.5 µM | actives 0.096% (n = 320,000) | AID 504775;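 active = mean replicate activation of at least 60% and every replicate at or above 60%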;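 note: 0% = median plate neutral-control signal and 100% = twice that signal; values of inactives mirror those of a sister screen read the other way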
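Test system: SR-BI-overexpressing, LDLR-lacking CHO cells; Also added: labelled HDL, 10 µg/mL; Measured by: bottom-read cell fluorescence after medium removal, ex 550/em 595 nm; Timing: 3 h uptake period with compound, 37 °C; Buffer or medium: F12, 0.5% BSA, 25 mM HEPES; Doses: single compound concentration, delivered by pin transfer.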
dFosB act = enhances mouse delta FosB homodimer DNA binding; P13346; purified delta FosB, TAMRA-CDK5 oligo fluorescence polarization; percent of positive-control signal above neutral wells; AID 493131; activation, % at 25 µM; actives 0.99% (n = 340,000);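 active = mean activation above about 17%, with every replicate also reaching it, limit read from the data, passing the limit was not always enough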;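 note: fluorescence polarization rise as delta FosB binds a TAMRA Cdk5 AP-1 oligo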
Target sequence (P13346 whole entry, looked up): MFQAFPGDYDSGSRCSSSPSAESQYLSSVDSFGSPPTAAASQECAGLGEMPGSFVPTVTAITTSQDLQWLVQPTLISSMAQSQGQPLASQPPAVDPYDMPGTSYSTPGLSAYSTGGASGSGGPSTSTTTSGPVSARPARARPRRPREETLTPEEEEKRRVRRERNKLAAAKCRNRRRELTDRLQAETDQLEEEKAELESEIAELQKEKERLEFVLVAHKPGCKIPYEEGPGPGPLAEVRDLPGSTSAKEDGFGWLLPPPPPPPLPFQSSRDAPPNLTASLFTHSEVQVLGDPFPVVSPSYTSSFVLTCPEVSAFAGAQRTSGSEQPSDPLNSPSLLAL
Starred values were filed as active, the others as inactive; · = no result given.

SMILES	NSD2 inh	SR-BI HDL uptake	CAL PDZ FP-1	Rtt109 HAT inh	PvdQ acylase	CAL PDZ FP-2	PfHsp90 yeast 2	MITF TRPM1 HTS	SR-BI uptake up	dFosB act
CC(=O)c1cc2c(cc1NC(=O)CCCC(=O)O)OCO2	-2	-28	2	4	-7	-0.6	-6	8	·	-6
COc1cc2[nH]c(=O)c(C(=O)NCc3ccc(F)cc3)c(O)c2cc1OC	-3	11	-8	-7	-6	-0.8	8	·	-11	3
C=C1C2C[C@H](O)C(C)(C)[C@@]2(O)[C@H](O)C[C@]23C[C@@](C)(O)[C@H](CC[C@H]12)[C@H]3O (stereo partly specified)	·	-34	-2	-19	-12	0.4	-4	-4	34	-1
COc1ccc2ccc3c(c2c1)N=C[C@]1(O3)N(C)c2ccccc2C1(C)C	-5	31	-2	4	4	-1.0	-5	27	-31	-8
COc1cccc(CN2CCC(N(CCc3ccccc3)Cc3ccccc3)CC2)c1OC	4	17	-5	10	2	0.1	-22	13	-17	0
O=C(CCN1C(=O)COc2ccccc21)N1CCN(c2ccccc2)CC1	2	-10	1	11	-3	-1.7	13	-11	10	7
COc1cc2c(cc1OC)/C(=C/C(=O)c1ccccc1)NCC2	24	-5	4	11	5	-1.7	-13	-9	5	2
O=C(O)c1cnn2c(-c3ccccc3)ccnc12	-4	-10	4	-14	-7	-1.5	4	-8	10	2
CC1(c2nnc(-c3ccc(F)cc3)o2)CC(c2ccc(F)cc2)=NO1 (stereo unspecified)	·	-33	-3	0	3	-0.2	2	-5	33	-10
CC(C)(C)C1CCc2onc(C(=O)Nc3ccc4c(c3)OCO4)c2C1 (stereo unspecified)	2	·	8	-12	-7	0.3	10	17	·	11
CC(Oc1ccc(F)cc1Br)c1nc2ccccc2c(=O)[nH]1 (stereo unspecified)	2	8	-4	-12	5	-3.1	-70	14	-8	-6
O=C(Cn1c(=O)c2cccn2c2ccc(F)cc21)NCCCN1CCN(c2ccccc2F)CC1	0	22	-2	50	4	-2.2	-3	6	-22	-8
c1cc(C(c2nnnn2C2CCCC2)N2CCOCC2)ccn1 (stereo unspecified)	-3	-22	-1	3	-23	-1.3	-35	6	22	-7
Cn1nc(-c2ccccc2)c(C(O)c2ccccc2C(F)(F)F)c1Cl (stereo unspecified)	19	-17	-1	3	2	-0.9	·	5	17	-4
CC(C)(C)N(CC#CCC1(O)c2ccccc2-c2ccccc21)CCO	7	4	-6	-3	-12	-1.7	15	6	-4	-7
CCSc1nc(N)nc2c1ncn2C1OC(CO)C(O)C1O (stereo unspecified)	0	-20	0	1	10	-0.6	-1	2	20	-7
COc1ccc(S(=O)(=O)NCCc2nnc3ccc(SCc4cccnc4)nn23)cc1	-4	-4	4	-5	-9	-0.4	-18	2	4	-2
COc1ccnc(-n2cccc2C#N)c1C#N	2	-14	-1	1	6	·	0	-16	14	0
COc1ccc(C)cc1N(CC(N)=O)S(=O)(=O)c1ccc(C)cc1	-5	-16	-2	1	8	0.4	-21	0	16	-8
COc1ccc(NS(=O)(=O)c2ccc(-c3n[nH]c(=S)n3Cc3ccccc3)cc2)cc1	4	8	-3	11	-1	0.0	-4	12	-8	-4
CC(=O)Nc1ccc(N2C(=O)CCC2=O)cc1C	-2	6	3	-6	-19	1.4	-22	1	-6	6
CC(=O)C1C(c2cccc([N+](=O)[O-])c2)C2C(C)=NN=C2CC1(C)O (stereo unspecified)	-3	-38	0	-8	1	1.0	15	-1	38	3
CC[C@@H]1C/C=C\Cc2ccccc2[C@H](C(=O)C[C@H](O)CC(C)=O)OC1=O	·	5	-4	-5	-10	-1.4	-16	-4	-5	-10
O=C(c1ccco1)N1CCN(Cc2csc(-c3ccccc3Cl)n2)CC1	4	-1	-3	2	-17	-1.5	-9	33	1	-11
CCC(C)(C)NC(=O)c1ccc2c(c1)N(CC(=O)OC)C(=O)C(C)(C)O2	-1	18	·	-5	-7	-0.7	·	-12	-18	-1
O=C1C=C(c2ccc3ncccc3c2)C[C@@H](c2ccc3c(c2)OCO3)C1	·	41	-4	7	13	-1.9	-8	-13	-41	2
Cc1ccc2c(c1)[C@@H](O)C[C@@H](C)N2N=O	-4	13	-1	9	0	0.0	8	-12	-13	0
CCCc1cc(=O)[nH]c(SCC(=O)Nc2oc(C)c3c(C)n[nH]c(=O)c23)n1	2	15	·	-11	-10	0.5	-44	-16	-15	5
FC(F)(F)c1nc(-c2cccs2)ncc1-c1nnnn1-c1ccc(Cl)cc1	-5	0	2	-1	-4	-0.7	-13	0	0	-10
CCOc1ccc(N(CC(=O)O)S(=O)(=O)c2ccc(OC)c(OC)c2)cc1	-1	-17	0	0	-5	-0.6	-5	5	17	2
Fc1ccc(NC(=S)NCCN2CCOCC2)cc1	0	-27	-4	2	-9	0.0	3	8	27	-7
Nc1nnc(SCc2cccnc2)s1	-4	-12	-2	-4	-15	-2.4	21	0	12	5
CCC(C)C(=O)N1CCc2cc(-c3csc(N)n3)ccc21 (stereo unspecified)	-1	54	-7	8	14	-0.1	-17	68	-54	-2
CCCC(C)NC(=O)c1cc(S(=O)(=O)N2CCCCCC2)ccc1OC (stereo unspecified)	-1	16	-7	-9	-6	0.3	·	3	-16	-9
CCN1C(=O)[C@H]2[C@@H](c3ccc(-c4ccccc4)cc3)N3CCCC[C@@]3(C(=O)OC)[C@H]2C1=O	·	-15	-4	8	-9	-1.7	-21	5	15	-5
COc1ccc(CCCC(=O)Nc2ccccc2F)cc1	-2	9	-1	3	-5	-2.3	-11	35	-9	-4
O=C(Oc1ccc(C(=S)N2CCOCC2)cc1)c1ccc(Br)cc1	-1	-10	-2	1	-15	-1.6	7	3	10	-8
O=c1nc2sc3ccccc3n2c(=O)n1-c1cccc(Cl)c1	0	-6	·	-7	2	0.0	-20	·	6	1
CCOC(=O)N1CCN(CCC(=O)Nc2cccc(Cl)c2C)CC1	-3	-21	1	-1	0	-1.2	-2	·	21	-4
COC(=O)[C@@]12CCCCN1[C@H](c1ccc(-c3ccc(F)cc3)c(OC)c1)[C@H]1C(=O)N(C)C(=O)[C@H]12	·	8	4	-5	2	0.7	-24	-4	-8	-6
O=c1c2ccccc2nnn1CSc1nnc2ccccn12	0	-55	2	0	-6	·	·	·	55	-4
Cc1ccc(C(=O)NC(C)CCc2ccccc2)cc1[N+](=O)[O-] (stereo unspecified)	0	·	-4	1	-6	-2.2	1	1	·	-9
O=S(=O)(c1ccc2c(c1)N(Cc1ccc(Cl)cc1)C1CCCN21)N1CCOCC1 (stereo unspecified)	0	8	-6	2	23	-1.2	-7	-4	-8	12
Cc1nn(CC(=O)Nc2nnc(CC(=O)N3CCCC3)s2)c(=O)c2ccccc12	4	-34	-4	0	9	-0.4	31	-2	34	0
CCOC(=O)Nc1ccc2c3c(cccc13)-c1ccccc1-2	-3	59	-2	-6	19	0.2	-4	11	-59	-13
O=C(COc1ccc(S(=O)(=O)NCCc2ccccc2)cc1)N1CCCC1	-6	6	-5	2	-4	-0.4	-23	6	-6	3
COc1ccc(S(=O)(=O)N2CCN(CC(=O)NCC3(N4CCOCC4)CCCCC3)CC2)cc1	2	-9	0	-1	4	-0.3	9	-3	9	-2
CC(C)Cc1ccc(S(=O)(=O)NCC2CCCO2)cc1 (stereo unspecified)	0	0	3	-2	0	0.4	-4	·	0	2

4 structures out of the list, arranged by heavy-atom count, low to high.
SMILES	NSD2 inh	SR-BI HDL uptake	CAL PDZ FP-1	Rtt109 HAT inh	PvdQ acylase	CAL PDZ FP-2	PfHsp90 yeast 2	MITF TRPM1 HTS	SR-BI uptake up	dFosB act
O=c1c2ccccc2nnn1CSc1nnc2ccccn12	0	-55	2	0	-6	·	·	·	55	-4
Cc1ccc(C(=O)NC(C)CCc2ccccc2)cc1[N+](=O)[O-] (stereo unspecified)	0	·	-4	1	-6	-2.2	1	1	·	-9
O=C(COc1ccc(S(=O)(=O)NCCc2ccccc2)cc1)N1CCCC1	-6	6	-5	2	-4	-0.4	-23	6	-6	3
COC(=O)[C@@]12CCCCN1[C@H](c1ccc(-c3ccc(F)cc3)c(OC)c1)[C@H]1C(=O)N(C)C(=O)[C@H]12	·	8	4	-5	2	0.7	-24	-4	-8	-6

Additional entries:
SMILES	NSD2 inh	SR-BI HDL uptake	CAL PDZ FP-1	Rtt109 HAT inh	PvdQ acylase	CAL PDZ FP-2	PfHsp90 yeast 2	MITF TRPM1 HTS	SR-BI uptake up	dFosB act
COC(=O)c1cc2nc(-c3ccccc3)cc(C)n2n1	-1	-21	-6	-12	-15	-1.2	-8	-11	21	-23
COc1ccc(CC(=O)Nc2cccc(/C(C)=N/NC(=O)C3(C)CC3(Br)Br)c2)cc1 (stereo unspecified)	0	26	·	10	3	-1.7	-4	13	·	-9
CC1CCCN(C2=C(Cl)C(=O)N(c3cccc(Cl)c3)C2=O)C1 (stereo unspecified)	-7	18	-1	22	6	-2.5	5	-3	-18	0
O=C(C[C@H]1C/C=C\CC[C@H](Cc2ccc(F)cc2)C(=O)OC[C@@H](Cc2c[nH]c3ccccc23)NC1=O)NCCO	·	-3	-5	5	-12	-0.4	-14	7	3	-13
CCN1CCN(c2oc(/C=C/c3ccccc3)nc2C#N)CC1	-12	3	-7	-74	-14	-1.6	12	27	-3	-12
CCOc1ccc(NS(=O)(=O)c2cccc(C(=O)N(C)Cc3ccco3)c2)cc1	4	-12	-2	4	-11	-1.6	-6	-1	12	-6
C/C(N)=C(/C#N)C(=O)CN1CCCCC1	0	·	-5	0	8	-1.0	-12	-1	·	-2
Cc1occc1-c1nnc(SCC(=O)NC2CC2)n1C(C)C	1	-15	-2	4	-4	-2.3	0	4	15	-7
COc1cc(CCC(=O)OCC(=O)Nc2ccccc2C(C)C)cc(OC)c1OC	-2	3	-4	5	-10	0.2	4	2	-3	-4
Cc1c(C(=O)NCc2ccc3c(c2)OCO3)sc2nc(-c3ccccc3)cn12	·	22	-2	-1	-14	-0.6	-25	·	-22	6
CCC(CO)Oc1cc(NCc2ccccc2)c2ncn(C(C)C)c2c1 (stereo unspecified)	·	21	0	3	-7	-0.5	-5	-10	-21	-11
Nc1ccc(Nc2ccccc2)cc1	0	66	-2	44	11	-3.5	20	-2	-66	0
CCc1ccccc1N1CC(C(=O)Nc2cc(S(=O)(=O)N3CCCC3)ccc2Cl)CC1=O (stereo unspecified)	36	13	-5	-10	-5	-0.8	-2	5	-13	-11
O=[N+]([O-])c1ccc(-n2nnnc2CN2CCOCC2)cc1	2	-13	0	-3	-4	0.2	3	-3	13	11
CC(OC(=O)c1cc2sccc2n1C)C(=O)NC(C)(C)C (stereo unspecified)	2	12	-1	-2	5	-0.3	18	6	-12	-1
COC(=O)/C=C1\SC(=Nc2ccc(OC)cc2)NC1=O	0	-29	·	-5	-5	-1.1	23	11	29	-23
O=C(Nc1ccccc1)C(Cc1ccccc1)NC(=O)C12CC3CC(CC(C3)C1)C2 (stereo unspecified)	-4	-11	-3	-1	-7	0.7	·	-15	11	-11
